PI5P4Ka inh = qHTS for Inhibitors of phosphatidylinositol 5-phosphate 4-kinase (PI5P4K); Phosphatidylinositol 5-phosphate 4-kinase type-2 alpha (Homo sapiens), P48426; max response, %; PI5P4Kalpha enzyme, ADP-Glo luminescence, 60 min; active compounds read low; 1.2% of 330,000 active; active means max response of -50% or lower; inconclusive means between -30% and -50%; inactive means -30% or higher; further: value at the top dose of about 77 µM; on the % scale 0 is the no-effect control and ±100 the full control effect
Target sequence (P48426 whole entry, looked up): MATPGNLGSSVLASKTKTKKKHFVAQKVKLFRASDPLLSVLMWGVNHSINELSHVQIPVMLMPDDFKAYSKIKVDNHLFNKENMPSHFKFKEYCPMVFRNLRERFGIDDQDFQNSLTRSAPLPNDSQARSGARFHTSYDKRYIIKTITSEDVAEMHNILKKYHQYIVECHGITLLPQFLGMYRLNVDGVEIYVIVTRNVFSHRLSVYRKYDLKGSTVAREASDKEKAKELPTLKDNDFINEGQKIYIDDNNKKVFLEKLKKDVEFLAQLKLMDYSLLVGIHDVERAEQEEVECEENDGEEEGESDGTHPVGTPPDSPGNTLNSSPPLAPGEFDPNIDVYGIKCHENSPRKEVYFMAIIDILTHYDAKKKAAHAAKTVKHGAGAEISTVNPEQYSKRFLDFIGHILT
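Controls without substrate or without enzyme flank wells where PI5P4Kalpha converts substrate using 5 microM ATP (final). Incubation lasts 60 minutes at room temperature; ADP formed is read by ADP-Glo luminescence.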
GLP1R cytotox = qHTS of GLP-1 Receptor Inverse Agonists: Cytotox Screen | Potency, µM (titrated, usually from 38.3 µM), for inactives: at the highest dose activity change, negative = inhibition, usual class: inhibitors | AID 624418, 2012 | HEK293 cAMP-luciferase reporter cells, luminescence, 24 h | 0.13% of 410,000 active;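 further: loss of luciferase light is scored as toxicity; potency means the concentration at half of the fitted maximal effect; on the % scale 0 is the no-effect control and ±100 the full control effect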
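Step one: seed cells (200 cells/uL, DMEM with 10% Nu serum, 1% pen-strep). Step two: 12-hour incubation at 37 deg C. Step three: pin 23 nL compound, incubate 24 hr. Step four: add luciferase reagent, read luminescence 12 min later.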
PLK1 PBD block = qHTS for Inhibitors of PLK1-PDB (polo-like kinase 1 - polo-box domain): Primary Screen; Plk1 PBD binding of FITC phosphopeptide, fluorescence polarization; Potency, µM, for inactives: max response, negative = inhibition, actives largely listed as inhibitors; 2.8% of 360,000 active; AID 720504, 2013; further: potency means the concentration at half of the fitted maximal effect; series mostly up to about 57 µM; on the % scale 0 is the no-effect control and ±100 the full control effect; nearly all actives have a fitted effect of over 65% in size
PTHR1 ag = qHTS for PTHR1 Agonists: Primary Screen; HEK293 GP2 PTHR1 cells, GloSensor cAMP luminescence, 1 h; Potency, µM (series often up to 115 µM), without a hit: at the highest dose activation, actives largely listed as activators; 0.075% of 410,000 active; further: potency means the concentration at half of the fitted maximal effect; nearly all actives have a fitted effect of over 55% in size; some results filed as inactive show a strong effect at the top dose; inactives centre near -15; many of its hits are not listed in these tables
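HEK-293-derived GP2 cells expressing PTHR1 and a GloSensor cAMP reporter, 3,000/well, plated overnight, given luciferin plus IBMX (each 0.5 mM as added) for 1 h at 37 °C, then compound for 1 h at 37 °C. Luminescence was read after 15 min at room temperature.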
EPAC1 antagonist = qHTS for Antagonist of cAMP-regulated guanine nucleotide exchange factor 3 (EPAC1): primary screen; 0.14% of 360,000 active; EPAC1 GEF assay, Rap1b-BODIPY-GDP exchange fluorescence; Potency, µM (highest dose often 115 µM), for the others: top-dose activity change, negative = inhibition, actives largely listed as inhibitors; Rap guanine nucleotide exchange factor 3 (Homo sapiens), O95398;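 further: potency means the concentration at half of the fitted maximal effect; plate controls were vehicle for no effect and positive control for full effect; nearly all actives have a fitted effect of over 50% in size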
EPAC1 agonist = qHTS for Agonist of cAMP-regulated guanine nucleotide exchange factor 3 (EPAC1): primary screen | Rap guanine nucleotide exchange factor 3 (Homo sapiens), O95398 | EPAC1 agonist qHTS, biochemical assay; response scale: 100% = response to 6.5 mM cAMP | Potency, µM (doses to about 154 µM), for the others: at the top dose activation, most hits filed as activators | 0.073% of 360,000 active | AID 720707, 2013; further: potency means the concentration at half of the fitted maximal effect; nearly all actives have a fitted effect of over 60% in size
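Fluorescent GDP-exchange assay: 100 nM EPAC1 with 250 nM Rap1B preloaded with BODIPY-GDP and 50 uM GDP; compounds tested as concentration series, 5 min at room temperature, then read every 5 min for 30 min (ex 480/em 540 nm); normalized to 6.5 mM cAMP.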
GLP1R inv ag = qHTS of GLP-1 Receptor Inverse Agonists (Inhibition Mode) | 1.6% of 410,000 active | Potency, µM (top dose mostly 38.3 µM), without a hit: top-dose activity change, negative = inhibition, usual class: inhibitors | HEK293 GLP-1R CRE-luciferase, luminescence, 24 h; GLP-1R form is constitutively active | AID 624417, 2012 | Glucagon-like peptide 1 receptor (Homo sapiens), P43220; further: potency means the concentration at half of the fitted maximal effect; on the % scale 0 is the no-effect control and ±100 the full control effect; nearly all actives have a fitted effect of over 55% in size
Target sequence (P43220 whole entry, looked up): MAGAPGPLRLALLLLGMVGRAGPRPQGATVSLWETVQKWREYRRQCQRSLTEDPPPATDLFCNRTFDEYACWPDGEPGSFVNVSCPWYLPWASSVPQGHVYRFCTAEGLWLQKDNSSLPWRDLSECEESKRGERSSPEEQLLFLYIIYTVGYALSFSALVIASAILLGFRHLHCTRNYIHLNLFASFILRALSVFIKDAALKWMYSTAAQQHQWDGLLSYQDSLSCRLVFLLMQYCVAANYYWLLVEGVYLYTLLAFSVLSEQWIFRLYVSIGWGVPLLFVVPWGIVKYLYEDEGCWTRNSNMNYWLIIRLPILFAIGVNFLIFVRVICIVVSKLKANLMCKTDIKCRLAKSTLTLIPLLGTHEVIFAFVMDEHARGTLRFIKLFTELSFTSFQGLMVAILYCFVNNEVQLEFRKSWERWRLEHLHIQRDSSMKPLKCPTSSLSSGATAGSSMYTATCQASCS
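HEK293 cells stably co-expressing constitutively active GLP-1R and a cAMP-responsive luciferase reporter were seeded in DMEM with 10% Nu serum, given compounds after 12 h, and incubated 24 h at 37 deg C. Luminescence was then read.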
GLP1R ag = qHTS of GLP-1 Receptor Agonists; HEK293 GLP-1R CRE-luciferase, luminescence, 4-6 h; cells express a hypersensitive GLP-1R form; Potency, µM (top dose mostly 45.6 µM), for the others: at the highest dose activation, usual class: activators; 0.007% of 380,000 active; AID 624172, 2012; further: potency means the concentration at half of the fitted maximal effect; % of control where 0% means no effect
IL-2 act = qHTS of IL-2 Activators | IL-2 activation reporter assay, cell-based qHTS; stimulated with anti-CD3/CD4/CD28 beads; in transgenic mouse T cells | activation, % (series mostly up to about 46 µM) | 0.065% of 360,000 active | AID 652025, 2013; in the data active means activation above about 50%; inconclusive means mostly about 30% to 49%; further: 0% is about no effect
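Unstimulated transgenic mouse T cells preincubated 60 min with compound, then stimulated with anti-CD3/anti-CD4-coated beads plus anti-CD28 for 18 h at 37 degrees C. IL-2 response read as EGFP and DsRed fluorescence by plate cytometry.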
Active calls of the source: *; i = inactive; ? = inconclusive; / = not tested or not shown; [ ] = dose if it differs, or a comment. Unless noted, the call rests on the fitted dose curve; in most records, active means well fitted curve in the direction sought with a large enough effect; inconclusive means small, poorly fitted or top-dose-only effect, or another doubt; inactive means no such curve, though single readings can be large; an effect the other way counts as inactive or inconclusive. Not all compounds are listed; the hit share may differ from the screen's.

SMILES	PI5P4Ka inh	GLP1R cytotox	PLK1 PBD block	PTHR1 ag	EPAC1 antagonist	EPAC1 agonist	GLP1R inv ag	GLP1R ag	IL-2 act
CCOC(=O)c1c(NC(=O)c2ccncc2)sc(C)c1C	6	11%	?	-6%	-19%	7%	19%	-3%	0.2
COc1ccc(/C(O)=C2/C(=O)C(=O)N(CCN(C)C)C2c2cccnc2)cc1C (stereo not given)	0	3%	-7%	i	?	6%	-4%	1%	-0.7
NCCNC(=O)c1c(O)c2cccc3c2n(c1=O)CCC3	2	-6%	-10%	-12%	?	-2%	-2%	3%	-0.7
N#C/C(=C\c1ccc(OC(=O)c2ccccn2)cc1)C(N)=O	?	3%[1.53 µM]	-10%	i	4%	1%	24%	2%	0.5
COc1ccc(NC(=O)N(CCCN(C)C)Cc2cc3cc(OC)ccc3[nH]c2=O)cc1	3	20%	-5%	-24%	8%	8%	?	-7%	1.2
COc1ccc(/C=N/NC(=O)c2nnn(-c3nonc3N)c2CN(C)C2CCCCC2)cc1	1	-7%	-10%	i	-14%	5%	11%	-2%	-2.9
N#Cc1ccccc1OCC(=O)OCCCOC(=O)COc1ccccc1C#N	-7	-6%	-9%	-16%	4%	-2%	16%	-22%	-3.4
Cc1cc(Cl)c(OCCn2ccnc2)c(Br)c1	-4	-5%	2%	-21%	8%	-1%	-2%	10%	0.2
Cc1ccc(NC(=O)C2CCN(S(=O)(=O)c3cccs3)CC2)c(O)c1	-13	-5%	4%	-47%[inhibitor]	-1%	5%	?	-5%	-3.8
COc1cccc(NC(=O)C2C3C=CC(O3)C2C(=O)O)c1 (stereo not given)	-6	2%	9%	i	-10%	-4%	36%[activator]	-3%	1.1
Cc1ccc(N(C(=O)c2csnn2)C(C(=O)NC2CCCCC2)c2cccnc2)cc1 (stereo not given)	12	-10%	4%	i	6%	-6%	12%	9%	-0.3
CN1CCN(C(=O)c2cc3ccccc3[nH]2)CC1	-3	9%	-8%	-21%	-24%	-1%	16%	1%	0.1
COc1cc(/C=C/C(=O)O)cc(S(=O)(=O)Nc2cccc(SC)c2)c1OC	-21	-19%	5%	-9%	11%	-2%	22%	-3%	0.2
Cc1ccc2c(c1)nnn2C1CCN(S(=O)(=O)c2cccc(S(=O)(=O)N(C)C)c2)CC1	0	-3%	1%	-37%[inhibitor]	2%	2%	-26%	-4%	-2.6
NS(=O)(=O)c1cccc(NC(=O)CC2(CC(=O)O)CCCC2)c1	-1	-1%	4%	-17%	2%	6%	17%	0%	2.5
COc1ccc(NC(=O)C23CCC(C2)C(C)(C)C3=O)cc1 (stereo not given)	-8	1%	-2%	i	0%	2%	?	-1%	-1.6
O=C(Nc1cccc(Cl)c1)c1cc(F)cc2c1OCOC2	1	?	-3%	-8%	5%	3%	3%	18%	-3.7
N/C(=N\S(=O)(=O)c1cc(C(F)(F)F)cc(C(F)(F)F)c1)c1ccccc1	15	1%	7%	-45%[inhibitor]	-24%	-19%	?	18%	3.0
CCN(CCCNC(=O)CCCOc1cc(=O)n(C)c2ccccc12)Cc1ccccc1	-2	0%	-13%	i	4%	-2%	-13%	8%	-0.5
COc1ccc(C2C(C(=O)Nc3ccc(C)cc3C)=C(C)Nc3nc(SC)nn32)cc1OC (stereo not given)	/	1%	/	-5%	/	/	-9%	1%	/
COC(=O)[C@]12CCCCC=C1N(Cc1ccc(Cl)cc1Cl)C(=O)[C@H](CC(=O)NCc1ccc(OC)c(OC)c1)C2	20	-22%	4%	i	-6%	8%	?	0%	-1.0
COc1cc(C(=O)Nc2cc(C(F)(F)F)ccc2-n2cncn2)cc(OC)c1OC	-3	15%	-7%	i	-23%	-2%	65%[activator]	18%	-4.9
COc1ccccc1C(=O)COC(=O)C(NC(=O)Cc1ccccc1)C(C)C (stereo not given)	2	-12%	-22%	-10%	-14%	-11%	?	-9%	0.3
O=C1SC(SCc2ccccc2)=N/C1=C\c1ccco1	/	9%	?	0.32µM*	?	11%	1%	4%	2.9
O=C(CSc1nnc(COc2ccc(F)cc2)o1)N1c2ccccc2CCc2ccccc21	/	-16%	-1%	-18%	-1%	9%	?	2%	-4.1

Quoted at random: 4 compounds from above, in no set order.
SMILES	PI5P4Ka inh	GLP1R cytotox	PLK1 PBD block	PTHR1 ag	EPAC1 antagonist	EPAC1 agonist	GLP1R inv ag	GLP1R ag	IL-2 act
COc1ccc(/C=N/NC(=O)c2nnn(-c3nonc3N)c2CN(C)C2CCCCC2)cc1	1	-7%	-10%	i	-14%	5%	11%	-2%	-2.9
Cc1ccc2c(c1)nnn2C1CCN(S(=O)(=O)c2cccc(S(=O)(=O)N(C)C)c2)CC1	0	-3%	1%	-37%[inhibitor]	2%	2%	-26%	-4%	-2.6
NCCNC(=O)c1c(O)c2cccc3c2n(c1=O)CCC3	2	-6%	-10%	-12%	?	-2%	-2%	3%	-0.7
COc1cccc(NC(=O)C2C3C=CC(O3)C2C(=O)O)c1 (stereo not given)	-6	2%	9%	i	-10%	-4%	36%[activator]	-3%	1.1

The listing continues:
SMILES	PI5P4Ka inh	GLP1R cytotox	PLK1 PBD block	PTHR1 ag	EPAC1 antagonist	EPAC1 agonist	GLP1R inv ag	GLP1R ag	IL-2 act
Nc1ccccc1O	3	-16%	-8%	i	-5%	6%	-22%	-5%	-0.2
COc1cc2c3nnc(-c4ccc(F)cc4)c-3cn(Cc3cccc(C)c3)c2cc1OC	-8	27%	?	-13%	-5%	0%	0%	8%	218*
COc1ccc(OCc2cc(C(=O)NC(C)Cc3cccnc3)no2)c(Cl)c1 (stereo not given)	7	3%	-9%	-19%	7%	7%	?	-7%	-3.7
Cc1ccc(O)c(CNCCNCc2cc(C)ccc2O)c1	6	-30%	-22%	i	-21%	10%	?	2%	-0.6
CCOC(=O)CSc1nnc(-c2ccco2)n1C	/	-1%	-1%	-19%	8%	2%	0%	11%	-0.8
CN(CC(=O)Nc1ccc(N2CCOCC2)cc1)C(=O)CSc1ccccc1F	5	3%	?	i	2%	-3%	33%[activator]	3%	-0.6
c1ccc(Cn2nnc3c(N4CCc5ccccc5C4)ncnc32)cc1	-2	5%	-2%	-23%	?	-15%	?	3%	0.6
CC(=O)N1CCc2cc(S(=O)(=O)NCCC(=O)N3CCN(Cc4ccccc4)CC3)ccc21	/	5%	-4%	i	-8%	8%	-23%	9%	0.3
Cc1ccc(S(=O)(=O)N2CC(O)C[C@H]2C(=O)OCC(=O)Nc2ccc(N3CCOCC3)cc2)cc1C (stereo not given in full)	1	-1%	-7%	-14%	-7%	2%	34%[activator]	2%	0.4
Cc1ccc(-c2csc(=S)[nH]2)cc1	?	-5%	?	i	-8%	5%	9%	3%	0.0
C=CCNc1nc(N)c([N+](=O)[O-])c(Nc2ccccc2OC)n1	-7	-13%	-15%	11%	-8%	17%	1%	10%	-3.6
Cc1c(C(=O)/C=C/c2cccs2)oc2ccc(F)cc12	1	-14%	-13%	0%[57.5 µM]	16%	10%	-23%	-2%	-1.6
CCSc1ncc(Cl)c(C(=O)Nc2ccccc2Cl)n1	8	40%[activator]	-10%	-10%	8%	5%	7%	4%	0.8
Cc1ccccc1CC(=O)N1CCC(CCC(=O)NC2CC2)CC1	-4	-26%	2%	i	19%	-2%	5%	-3%	-2.1
Cc1ccc(CS(=O)Cc2ccc(C(=O)N3CCN(c4ccccn4)CC3)o2)cc1 (stereo not given)	4	-12%	2%	-15%	-4%	3%	-4%	-4%	-1.2
CCOC(=O)C1CCCN(C(=O)C(=O)Nc2ccc3nc4n(c(=O)c3c2)CCCCC4)C1 (stereo not given)	-7	2%	-12%	i	-9%	-17%	7%	17%	-4.8
COc1ccccc1NC(=O)N(C)C[C@@H]1OCc2cn(nn2)CCCC(=O)N([C@H](C)CO)C[C@H]1C	-4	-9%	-24%	-5%	5%	6%	4%	-3%	-1.9
O=C1CC(N2CCc3ccccc32)C(=O)N1c1ccc(F)cc1 (stereo not given)	-3	3%	2%	i	7%	-8%	12%	5%	-2.6
COc1cccc(C2=NOC(C(=O)NCc3ccco3)C2)c1 (stereo not given)	-6	-18%	-14%	-15%	-22%	7%	?	1%	-0.3
O=c1c2ccccc2nc(-c2ccc(Cl)cc2Cl)n1CCCn1ccnc1	5	6%	-9%	i	-12%	-3%	-5%	-6%	-0.1
CC(N)c1csc(NC(=O)Nc2cccc(C(F)(F)F)c2)n1 (stereo not given)	0	-17%	-4%	-1%	13%	2%	?	-17%	-0.8
N#Cc1ccc(OCC(=O)OCC(=O)Nc2cc(C(F)(F)F)ccc2N2CCOCC2)cc1	0	-4%	-14%	i	-10%	-7%	4%	11%	-1.9
CCOC(=O)CC(NC(=O)C1c2ccccc2Oc2ccccc21)c1ccc(C)cc1 (stereo not given)	1	12%	-3%	i	9%	-1%	-20%	1%	-0.6
CC(NC(=O)c1ccco1)C(=O)NC(C)c1cc(F)c(Cl)cc1Cl (stereo not given)	2	-1%	7%	-17%	2%	-1%	?	-3%	-1.2
CC(CCc1ccccc1)NC(=O)N1CCOCC1 (stereo not given)	13	-16%	2%	i	2%	1%	-10%	-8%	0.7
C=CCN1C(=O)C(O)(CC(=O)c2ccc(OC)cc2OC)c2cc(Br)ccc21 (stereo not given)	?	-30%	8.4µM*	i	-17%	-6%	?	3%	-2.2
COc1ccc(Nc2nc(N)nc(CSc3n[nH]c(-c4ccccc4)n3)n2)cc1	-5	18%	?	-4%[57.5 µM]	-11%	7%	0%	11%	-0.1
CCC(=O)c1c[nH]c(C(=O)NCc2cccnc2)c1	3	2%	-13%	i	13%	16%	1%	5%	1.6

Screening results deposited in PubChem by National Center for Advancing Translational Sciences (NCATS).
